# TDP43 rescue: qHTS of TDP-43 Inhibitors; AID 652104, 2013; TDP-43 expressing yeast growth rescue, BacTiter-Glo, 24 h; Potency, µM (highest dose often 46.1 µM), without a hit: at the highest dose growth rescue (activation), most hits filed as activators; 410,000 compounds, 1.8% hits; also: % of control where 0% means no effect; nearly all actives have a fitted effect of over 50% in size
#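 Readout is BacTiter-Glo luminescence of cell growth, so inhibitors register as activators. TDP-43-expressing yeast at OD600=0.02 in galactose medium, after raffinose pregrowth to mid-log, were incubated with compound for 24 hr at 30 deg C.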
# GLP-1R agonist: qHTS of GLP-1 Receptor Agonists; Glucagon-like peptide 1 receptor (Homo sapiens), P43220; Potency, µM (doses to about 45.6 µM), for the others: top-dose activation, hits mostly activators; 380,000 compounds, 0.007% hits; HEK293 GLP-1R CRE-luciferase, luminescence, 4-6 h; cells express a hypersensitive GLP-1R form; also: % of control where 0% means no effect
# Target sequence (P43220 whole entry, looked up): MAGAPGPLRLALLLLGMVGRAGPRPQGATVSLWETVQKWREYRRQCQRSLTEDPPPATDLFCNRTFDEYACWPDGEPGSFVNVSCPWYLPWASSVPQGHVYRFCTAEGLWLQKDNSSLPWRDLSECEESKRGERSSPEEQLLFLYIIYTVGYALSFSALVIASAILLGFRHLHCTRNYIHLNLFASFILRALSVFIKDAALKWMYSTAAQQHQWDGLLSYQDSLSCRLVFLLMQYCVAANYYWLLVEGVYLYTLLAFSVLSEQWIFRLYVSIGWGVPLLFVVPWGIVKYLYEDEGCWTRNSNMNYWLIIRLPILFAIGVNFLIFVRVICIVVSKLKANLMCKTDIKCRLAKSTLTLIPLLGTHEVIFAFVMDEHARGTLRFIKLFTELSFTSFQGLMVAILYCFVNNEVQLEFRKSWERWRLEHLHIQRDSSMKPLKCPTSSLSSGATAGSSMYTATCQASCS
# GLP-1R inv ag: qHTS of GLP-1 Receptor Inverse Agonists (Inhibition Mode) | Glucagon-like peptide 1 receptor (Homo sapiens), P43220 | HEK293 GLP-1R CRE-luciferase, luminescence, 24 h; GLP-1R form is constitutively active | Potency, µM (doses to about 38.3 µM), for inactives: at the highest dose activity change, negative = inhibition, most hits filed as inhibitors | 410,000 compounds, 1.6% hits | AID 624417, 2012; also: % is scaled to controls: 0 for no effect and ±100 for the full control effect; nearly all actives have a fitted effect of over 55% in size
#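 Readout was luciferase luminescence, measured 12 min after detection reagent at room temperature. Beforehand, GLP-1R reporter HEK293 cells had sat 12 h, then received compounds for 24 hr at 37 deg C.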
# HEK293 tox: qHTS of GLP-1 Receptor Inverse Agonists: Cytotox Screen; HEK293 cAMP-luciferase reporter cells, luminescence, 24 h; Potency, µM (highest dose often 38.3 µM), for the others: at the highest dose activity change, negative = inhibition, usual class: inhibitors; 410,000 compounds, 0.13% hits; AID 624418, 2012;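 also: loss of luciferase light is scored as toxicity; % is scaled to controls: 0 for no effect and ±100 for the full control effect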
#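 1536-well qHTS counterscreen of the MLSMR; 200 cells/uL, 12 h pre-incubation, 23 nL cpd, 24 h at 37 deg C 5% CO2, luciferase detection reagent, 12 min RT, luminescence. Inhibition = undesired.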
# HT1080-NT tox: qHTS for induction of synthetic lethality in tumor cells producing 2HG: qHTS for the HT-1080-NT fibrosarcoma cell line; HT-1080-NT fibrosarcoma viability, CellTiter-Glo ATP luminescence, 48 h; Potency, µM (titrated, usually from 46.1 µM), without a hit: at the highest dose activity, negative = less viability, usual class: cytotoxic; 360,000 compounds, 1.6% hits;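 also: NT is the 2HG producing partner of a matched IDH1 knockdown line; 0% = DMSO-treated cells and -100% = media-only wells without cells; nearly all actives have a fitted effect of over 55% in size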
#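 750 cells/well, RPMI + 5% FBS; 2 h settle, compound pin-transfer, 48 h at 37 degrees C. CellTiter-Glo 10 min RT, luminescence. Normalized to DMSO and media-only wells.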
# KB-V1 cytotox: qHTS assay for MDR1-selective chemotherapeutics: Primary screen using the drug-selected MDR subline cells KB-V1; 400,000 compounds, 3.4% hits; Potency, µM (titrated, usually from 46.1 µM), for inactives: top-dose activity change, negative = cytotoxicity, hits mostly cytotoxic; KB-V1 MDR cells viability, CellTiter-Glo, 72 h; also: % is scaled to controls: 0 for no effect and ±100 for the full control effect; nearly all actives have a fitted effect of over 60% in size
#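 Luminescent ATP read-out (CellTiter-Glo, 10 min) measures survival of drug-selected KB-V1 MDR cells after 72 h, 37 degrees C compound exposure. Medium: phenol-red-free DMEM, 10% FBS. Values from fitted concentration-response curves.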
# KB-3-1 cytotox: qHTS assay for MDR1-selective chemotherapeutics: Primary screen using the parental adenocarcinoma cell KB-3-1; KB-3-1 viability, CellTiter-Glo ATP luminescence, 72 h; Potency, µM (titrated, usually from 46.1 µM), for the others: at the highest dose activity change, negative = cytotoxic, hits mostly cytotoxic; 400,000 compounds, 1.4% hits; AID 1347075, 2019; also: % is scaled to controls: 0 for no effect and ±100 for the full control effect; nearly all actives have a fitted effect of over 60% in size
#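 Cytotoxicity in the drug-sensitive parental line KB-3-1 was scored as loss of CellTiter-Glo luminescence following 72 h incubation with compound. Values come from curve fitting of normalized concentration-response data.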
# HT1080 IDH1KD tx: qHTS for induction of synthetic lethality in tumor cells producing 2HG: qHTS for the HT-1080-IDH1KD cell line. HT-1080 IDH1 knockdown viability, ATP luminescence, 48 h. Potency, µM (titrated, usually from 46.1 µM), without a hit: at the top dose activity, negative = toxicity, usual class: cytotoxic. 360,000 compounds, 2% hits. AID 686971, 2013;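 also: 0% = DMSO wells and -100% = cell-free medium wells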
#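 CellTiter-Glo luminescence after 48 h compound exposure at 37 degrees C of IDH1-knockdown HT-1080 cells in 5% FBS RPMI. %Activity scaled between DMSO wells and cell-free media wells, with curves fitted and assigned curve classes.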
# SW480 rereplic: A quantitative high throughput screen for small molecules that induce DNA re-replication in SW480 colon adenocarcinoma cells; SW480 DNA re-replication, Hoechst DNA content imaging, 48 h; Potency, µM (series often up to 46.1 µM), without a hit: at the top dose re-replication activation, most hits filed as activators; 340,000 compounds, 1.8% hits; also: % of control where 0% means no effect; nearly all actives have a fitted effect of over 55% in size
#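 Per well, 250 cells were exposed to pinned compound for 48 hr. Nuclear DNA was visualised with Hoechst (40 min, 37 C) and total object intensity recorded by fluorescence scanning.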
# Starred values were filed as active, the others as inactive; ? = inconclusive; . = not tested or not shown; [ ] = remark or other dose. Calls follow the shape of the dose curve; as a rule, active = well fitted curve in the direction sought with a large enough effect; inconclusive = small, poorly fitted or top-dose-only effect, or another doubt; inactive = no such curve, though single readings can be large; an effect the other way counts as inactive or inconclusive. Potency is read from the fitted curve at half-maximal effect.
SMILES,TDP43 rescue,GLP-1R agonist,GLP-1R inv ag,HEK293 tox,HT1080-NT tox,KB-V1 cytotox,KB-3-1 cytotox,HT1080 IDH1KD tx,SW480 rereplic
CCOc1ccccc1CN1CCNC(=O)C1CC(=O)NCCCn1cccn1 (configuration not stated),14.4%,-1.6%,3.5%,2.0%,4.9%,23.2%,12.7%,8.8%,25.9%
Cc1ccc(NC(=O)COC(=O)Cn2nc(-c3ccc(F)cc3)oc2=O)cc1C,13.5%,-4.1%,-0.5%,5.7%,-1.3%,?,7.9%,-3.1%,-10.5%
CCOc1cccc2sc(=NC(=O)c3ccco3)n(CC(=O)OC)c12,2.7%,9.3%,4.5%,23.2%,-1.8%,?,-6.0%,-19.5%,0.2%
CCCNC(=O)Cc1c(O)c2ccccc2[nH]c1=O,-19.2%,-0.8%,9.3%,-5.3%,-1.6%,-13.7%,-15.8%,3.1%,?
C[C@H](CO)N1C[C@H](C)[C@@H](CN(C)C(=O)Nc2cccc3ccccc23)OCCCC[C@H](C)Oc2ccc(NS(=O)(=O)c3cn(C)cn3)cc2C1=O,21.6%,9.9%,4.2%,0.4%,9.6%,6.7%,0.0%,8.9%,.
CCN(CC)Cc1c(C(=O)N/N=C/c2ccncc2)nnn1-c1nonc1N,-19.1%,0.2%,-49.9%,-9.8%,-8.6%,-6.1%,-19.3%,-7.8%,-0.2%
Cc1cc2occ(CC(=O)N(C)CC(=O)Nc3ccc(F)cc3)c2cc1C,12.8%,-1.8%,?,-21.7%,-6.5%,-10.6%,-8.9%,-21.4%,?
CN(C)S(=O)(=O)N1CCC(Oc2ccc(C(=O)NC3CCOC(C)(C)C3)cc2)CC1 (configuration not stated),3.7%,7.1%,13.3%,-7.0%,11.0%,-3.0%,-3.8%,10.3%,-10.9%
O=c1c2sc(-c3ccccc3)cc2nc2n1CCC2,12.6µM*,-17.9%,5.01µM*,1.6%,-2.8%,?,-27.7%,-9.6%,-5.9%
COc1cc2c(Cc3ccccc3)cncc2cc1O,16.8%,-0.9%,-18.2%,25.8%,?,0.0%,?,-20.9%,-8.0%
S=C(c1c[nH]c2ccccc12)N1CCOCC1,8.0%,6.1%,10.3%,5.1%,9.2%,-8.2%,-10.4%,12.4%,-2.2%
COC(=O)C1CCN(C(=O)COC(=O)c2ccc(=O)n(Cc3ccccc3)n2)CC1,12.5%,-7.2%,3.7%,8.4%,-1.4%,?,0.1%,0.7%,1.0%

# Copied from the list.
# In SW480 rereplic, COc1cc2c(Cc3ccccc3)cncc2cc1O has -8.0%
# In HT1080-NT tox, Cc1ccc(NC(=O)COC(=O)Cn2nc(-c3ccc(F)cc3)oc2=O)cc1C has -1.3%

# Additional records:
SMILES,TDP43 rescue,GLP-1R agonist,GLP-1R inv ag,HEK293 tox,HT1080-NT tox,KB-V1 cytotox,KB-3-1 cytotox,HT1080 IDH1KD tx,SW480 rereplic
Cc1cccc(-c2noc(CN(C(=O)C34CC5CC(CC(C5)C3)C4)C(C)C)n2)c1,1.4%,-9.4%,-16.2%,-7.7%,8.9%,0.0%,5.3%,1.9%,-6.9%
COc1cccc(N2CC(O)Cn3c2nc2c3c(=O)[nH]c(=O)n2C)c1 (configuration not stated),-20.4%,0.7%,11.0%,1.4%,-5.5%,-5.2%,-17.1%,-3.8%,1.8%
Cc1sc2nc(C3CC3)nc(NCCNS(C)(=O)=O)c2c1C,20.8%,20.0%,15.0%,-18.3%,-18.3%,?,0.0%,-14.0%,0.3%
CCCCOc1ccc(NC(=O)C(=O)NCCCn2ccnc2)cc1,16.8%,-0.4%,-14.6%,-19.2%,-1.2%,?,-29.3%,9.7%,-9.0%
CSCCC(NC(=O)c1ccccc1Cl)C(=O)NCC(c1cccs1)N(C)C (configuration not stated),2.4%,-9.0%,-0.8%,-3.8%,6.3%,?,11.4%,4.0%,-0.4%
Cc1cc(C(=O)N2CCCC(C(=O)c3cccc(C(F)(F)F)c3)C2)nc(C)n1 (configuration not stated),5.2%,20.8%,12.5%,8.0%,1.0%,21.0%,-24.8%,0.7%,-12.8%
CC(=O)NC(Cc1c[nH]c2ccccc12)C(=O)O (configuration not stated),10.1%,-3.6%,12.8%,-4.8%,5.6%,3.0%,0.0%,8.0%,11.6%
NS(=O)(=O)c1ccc(CCNc2nc3c(-c4cccc(F)c4)nnn3c3ccccc23)cc1,21.5%,3.3%,1.2%,60.0%[activator],-2.9%,20.7%,0.7%,-4.8%,?
O=C(CN(C1CC1)S(=O)(=O)c1ccc(S(=O)(=O)N2CCCCCC2)cc1)Nc1ccccc1,21.1%,16.6%,-28.8%,-5.9%,?,16.9%,0.3%,?,-0.5%
Cc1noc(C)c1NC(=O)Nc1ccc2c(c1)C(=O)N([C@@H](C)CO)C[C@@H](C)[C@H](CN(C)C(=O)Nc1cccc3ccccc13)OCCCC[C@H](C)O2,13.0%,-4.3%,?,-0.3%,-5.4%,7.7%,-3.5%,-0.9%,.
CCN(c1ccccc1)S(=O)(=O)c1ccc(C(=O)Nc2cc(C)ccn2)cc1,14.8%,-1.7%,?,-26.3%,10.9%,0.0%,-0.9%,8.1%,-2.8%
O=c1c2nnn(-c3ccccc3)c2ncn1C/C=C/c1ccccc1,-2.5%,-0.2%,-4.7%,1.7%,-7.2%,7.9%,-16.7%,-2.4%,-2.3%
O=C(NN=C1CCCC1)c1cc(Cl)cc(Cl)c1O,4.4%,-1.1%,-22.2%,2.1%,-0.9%,4.9%,26.6%,0.3%,-5.6%
COc1ccc(N(CC(=O)Nc2ccc(S(=O)(=O)N3CCOCC3)cc2)S(=O)(=O)c2ccc(F)cc2)cc1,-14.4%[9.22 µM],4.7%,-13.3%[7.66 µM],0.5%[7.66 µM],-29.2%,?,-8.1%,-29.9%,-3.7%
Clc1ccc(-c2nnsc2SCc2ccccc2)cc1,-8.0%,3.9%,0.0%,3.6%,2.6%,1.4%,-0.3%,-3.8%,4.2%
Cc1ccc(C(=O)NCCSc2c[nH]c3ccccc23)cc1C,?,.,-17.5%,-14.0%,.,4.1%,0.0%,.,.
CCOC(=O)c1ccc(N2CN(CCc3ccccc3)CNC2=S)cc1,29.4%,1.5%,-27.9%,-7.1%,10.1%,-23.2%,4.2%,0.5%,0.1%
O=C(COC(=O)c1cc(-c2ccco2)nc2ccccc12)NCc1ccc2c(c1)OCO2,-25.6%,0.0%,4.7%,55.4%[activator],-1.7%,-1.0%,-4.6%,2.3%,-2.4%
Cc1ccc(-n2nc3c(=O)n(CCCC(=O)NCCN4CCN(C)CC4)nc(C)c3c2C)cc1,-14.5%,-4.2%,-48.7%,-0.2%,-4.1%,1.9%,-22.0%,3.3%,-1.3%
CCc1sc(C(=O)NCc2cc(C)n(C)n2)cc1Br,-0.3%,0.1%,-20.7%,3.2%,?,-27.9%,-27.4%,15.8µM*,?
COc1cc(OC)cc(C(=O)Oc2c(Sc3ccccc3)c(C)nn2C(C)(C)C)c1,6.5%,.,?,-21.4%,.,-7.0%,-19.9%,.,.
O=C(CCC(=O)N1CCN(c2ccc(Cl)c(Cl)c2)CC1)c1ccccc1,?,-5.1%,11.2µM*,4.8%,?,-17.2%,?,-5.1%,-2.2%
CC(Sc1n[nH]c(N)n1)C(=O)Nc1cccc2ccccc12 (configuration not stated),-20.9%,0.5%,22.5%,15.0%,-1.9%,20.1%,-10.5%,1.3%,6.3%
O=C(c1ccc2c(c1)N(Cc1ccc(Cl)cc1)C(=O)c1ccccc1S2(=O)=O)N1CCc2ccccc21,0.0%,1.6%,3.1%,0.9%,.,-24.4%,-10.0%,.,.
O=C(COC(=O)/C=C/c1ccc(OC(F)F)cc1)Nc1ccc2[nH]c(=O)[nH]c2c1,1.2%,-13.4%,4.0%,4.5%,-0.9%,3.3%,0.0%,2.2%,-0.6%
Cc1ccc(S(=O)(=O)C2(C(=O)N3CCN(c4ccccc4F)CC3)CC2)cc1,-9.3%,2.2%,-22.0%,-7.6%,?,-8.3%,-5.3%,15.7%,2.9%
CCCn1nc(C(=O)Nc2cc(C(=O)OC)ccc2C)c2ccccc2c1=O,2.9%,2.7%,4.8%,-3.3%,13.6%,-0.3%,5.8%,15.6%,-1.3%
COc1ccc(NC(=S)NC23CC4CC(CC(C4)C2)C3)cc1OC,0.0%,6.5%,?,?,-3.7%,?,?,-13.3%,-6.3%
CC(=O)c1ccc(NC(=O)C2CCN(c3nnc(C)c4c(C)n(-c5ccccc5)nc34)CC2)cc1,-8.2%,.,4.5%,-10.2%,.,17.6%,-8.3%,.,.
COc1ccc(/C(O)=C2/C(=O)C(=O)N(CCN3CCOCC3)C2c2ccc(C)cc2)cc1 (configuration not stated),0.0%,-3.1%,0.3%,-6.3%,21.8%,0.8%,-10.9%,0.2%,-9.4%

# Assay outcomes deposited in PubChem by National Center for Advancing Translational Sciences (NCATS).

# The order is random, and some 9.4% of all compounds hit somewhere here.
